Screening data from PubChem.
NCOA2 inhibitor: inhibits human steroid receptor coactivator 2 | Q15596 | HEK293 GAL4-SRC2 luciferase reporter, luminescence | inhibition, % at 9 µM | 370,000 tested, 0.17% active;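 active = inhibition above the mean inhibition of all tested compounds plus 3 SD, set per campaign, cut at about 52% in these data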;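 also: 0% = DMSO treated cells and 100% = cells given Gossypol at 36 µM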
Target sequence (Q15596 whole entry, looked up, the tested form may be a part): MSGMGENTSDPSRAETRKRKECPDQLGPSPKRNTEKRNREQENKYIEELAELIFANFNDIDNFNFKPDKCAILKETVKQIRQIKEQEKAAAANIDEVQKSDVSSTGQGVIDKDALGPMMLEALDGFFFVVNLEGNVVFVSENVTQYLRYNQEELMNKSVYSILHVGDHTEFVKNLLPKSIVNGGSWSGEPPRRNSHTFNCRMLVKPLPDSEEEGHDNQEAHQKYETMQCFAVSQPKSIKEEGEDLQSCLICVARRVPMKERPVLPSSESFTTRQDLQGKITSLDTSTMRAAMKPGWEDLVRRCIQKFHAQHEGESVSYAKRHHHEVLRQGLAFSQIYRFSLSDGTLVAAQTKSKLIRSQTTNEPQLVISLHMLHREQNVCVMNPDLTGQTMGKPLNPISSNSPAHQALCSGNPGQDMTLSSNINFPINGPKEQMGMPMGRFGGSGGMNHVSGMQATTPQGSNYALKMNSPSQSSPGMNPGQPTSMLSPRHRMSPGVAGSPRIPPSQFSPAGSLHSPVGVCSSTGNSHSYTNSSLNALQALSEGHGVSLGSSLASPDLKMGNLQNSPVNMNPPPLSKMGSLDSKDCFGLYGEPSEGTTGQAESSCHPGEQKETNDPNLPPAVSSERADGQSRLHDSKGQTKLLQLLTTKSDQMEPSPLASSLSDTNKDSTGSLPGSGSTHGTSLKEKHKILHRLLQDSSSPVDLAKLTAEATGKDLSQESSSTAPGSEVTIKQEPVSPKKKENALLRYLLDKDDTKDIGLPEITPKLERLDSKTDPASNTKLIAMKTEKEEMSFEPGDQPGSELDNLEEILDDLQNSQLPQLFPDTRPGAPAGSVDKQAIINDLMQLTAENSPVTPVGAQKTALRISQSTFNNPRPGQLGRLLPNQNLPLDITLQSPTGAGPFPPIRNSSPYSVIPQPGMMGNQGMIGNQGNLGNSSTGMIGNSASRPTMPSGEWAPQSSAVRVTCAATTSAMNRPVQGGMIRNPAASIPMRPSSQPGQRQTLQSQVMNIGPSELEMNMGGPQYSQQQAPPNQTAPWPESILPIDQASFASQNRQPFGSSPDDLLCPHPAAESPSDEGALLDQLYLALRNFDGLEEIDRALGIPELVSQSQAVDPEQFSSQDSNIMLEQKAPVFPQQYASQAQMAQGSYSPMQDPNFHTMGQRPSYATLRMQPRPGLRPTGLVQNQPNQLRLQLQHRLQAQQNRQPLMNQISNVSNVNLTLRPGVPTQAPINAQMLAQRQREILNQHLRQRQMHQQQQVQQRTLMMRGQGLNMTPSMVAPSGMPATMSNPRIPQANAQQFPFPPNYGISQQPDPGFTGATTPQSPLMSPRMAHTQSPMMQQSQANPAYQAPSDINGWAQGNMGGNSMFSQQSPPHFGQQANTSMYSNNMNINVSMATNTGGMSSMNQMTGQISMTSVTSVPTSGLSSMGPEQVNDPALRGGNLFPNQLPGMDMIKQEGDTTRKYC
NR2F2 inh: NR2F2 (human) inhibition, primary screen; P24468; HEK293T NGFI-A luciferase reporter, luminescence; inhibition, % at 8.6 µM; 370,000 tested, 0.7% active; AID 686940;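 active = inhibition above a per-plate cutoff, mean inhibition of test wells between control levels plus 3 SD, cut at about 38% in these data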;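 also: cells cotransfected with COUP-TFII expression vector driving the NGFI-A reporter; 0% = median of COUP-TF2 test wells and 100% = reporter-only cells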
ABHD5 PLIN5 PPI: ABHD5-PLIN5 protein interaction inhibition; inhibition, % at 4 µM; 360,000 tested, 0.78% active; Q00G26+Q8WTS1; Split G. princeps luciferase complementation, luminescence, 4 h; AID 602281;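 active = inhibition above the mean inhibition across every tested compound plus 3 SD, cut at about 22% in these data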;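 also: 0% = DMSO only wells and the 100% control is not disclosed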
LRH-1 inv ag: inverse agonists of human LRH-1 (NR5A2); 360,000 tested, 0.13% active; AID 602396; O00482; inhibition, % at 3.6 µM; HEK293T StAR-luciferase reporter, LRH-1 transfected, 24 h;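 active = inhibition above the mean inhibition of all tested compounds plus 3 SD, cut at about 73% in these data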;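 also: 0% = DMSO wells and 100% = reporter-only cells lacking LRH-1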
NOD2 RIPK2 PPI: blocks binding of human NOD2 to RIPK2. CHO BLA complementation NOD2-RIPK2, CCF4 ratio. 360,000 tested, 0.38% active. O43353. inhibition, % at 4.98 µM; in the data active = inhibition above about 21%;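 also: 0% = vehicle only and 100% = reference blocker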
Active calls of the source: *; / = no result given. These rows are one share of the data; count on the stated rates, not on these rows.

| structure | ABHD5 PLIN5 PPI | NR2F2 inh | NOD2 RIPK2 PPI | LRH-1 inv ag | NCOA2 inhibitor |
| --- | --- | --- | --- | --- | --- |
| Cn1cc(P(=S)(c2ccccc2)c2ccccc2)c2ccccc21 | / | -17 | / | / | / |
| CC(NC(=O)OC1CC2CCC1(C)C2(C)C)P(=O)(Oc1ccccc1)Oc1ccccc1 (stereo not given) | / | -10 | / | / | / |
| C[N+]1=C(N)NC2=C3CCCCC3ONC2C1 (stereo not given) | / | 0 | / | / | / |
| CC(C)(C)Cc1nnc(NC(=O)COc2ccc(Cl)cc2Cl)o1 | / | 0 | / | / | / |
| CCOC(=O)CC[C@@H]1CC[C@]2(CCCN(Cc3ccncc3)C2)O1 | / | 13 | / | / | 14 |
| CC(C)(C)c1cc(O)ccc1O | / | -27 | / | / | -9 |
| O=C(CN1C(=O)[C@@H](Cc2ccccc2)N=C(c2ccccc2)c2ccccc21)NC1CCCCC1 | / | 12 | / | / | -30 |
| COC(=O)C1=C(c2ccc(OC(F)(F)F)cc2)C[C@@H]2CC[C@H]1N2C(=O)NCc1ccco1 | / | 11 | / | / | 10 |
| CC(C)(C)NC(=O)CN1C(=O)[C@@H](Cc2c[nH]c3ccccc23)N=C(c2ccccc2)c2ccccc21 | / | 3 | / | / | 5 |
| CC[C@H](C(N)=O)N1CCCC1=O | / | -14 | / | / | -26 |
| O=[N+]([O-])c1ccc(NCc2ccccc2)c2nonc12 | / | 3 | / | / | 16 |
| O=C(CN1C(=O)[C@@H](Cc2ccc(O)cc2)N=C(c2ccccc2)c2ccccc21)NC1CCCCC1 | / | -2 | / | / | 7 |
| COC(=O)C1C(c2ccc(Cl)cc2)CC2CCC1N2C (stereo not given) | / | -26 | / | / | 11 |
| O=c1[nH]c2cc(Cl)ccc2n1C1CCN(Cc2ccc(-c3nc4ccccc4nc3-c3ccccc3)cc2)CC1 | / | 34 | / | / | -4 |
| CN1C2CCC1CC(OC(c1ccccc1)c1ccc(Cl)cc1)C2 (stereo not given) | / | -7 | / | / | 14 |

Structural class, those above with a tert-butyl group
| structure | ABHD5 PLIN5 PPI | NR2F2 inh | NOD2 RIPK2 PPI | LRH-1 inv ag | NCOA2 inhibitor |
| --- | --- | --- | --- | --- | --- |
| CC(C)(C)Cc1nnc(NC(=O)COc2ccc(Cl)cc2Cl)o1 | / | 0 | / | / | / |
| CC(C)(C)c1cc(O)ccc1O | / | -27 | / | / | -9 |
| CC(C)(C)NC(=O)CN1C(=O)[C@@H](Cc2c[nH]c3ccccc23)N=C(c2ccccc2)c2ccccc21 | / | 3 | / | / | 5 |

More structures follow:
| structure | ABHD5 PLIN5 PPI | NR2F2 inh | NOD2 RIPK2 PPI | LRH-1 inv ag | NCOA2 inhibitor |
| --- | --- | --- | --- | --- | --- |
| CC[C@@H]1C[C@H]2CC[C@H](O2)[C@H](C)C(=O)O[C@@H](C)C[C@@H]2CC[C@@H](O2)[C@@H](C)C(=O)O[C@H](C)C[C@H]2CC[C@H](O2)[C@H](C)C(=O)O[C@@H](C)C[C@@H]2CC[C@@H](O2)[C@@H](C)C(=O)O1 | / | 85* | / | / | -9 |
| COP(=O)(C(=O)Nc1ccccc1)C(CC(C)C)NC(=O)OCc1ccccc1 (stereo not given) | / | -13 | / | / | 5 |
| COc1ccc2c3c([nH]c2c1)[C@H](C=C(C)C)N1C(=O)[C@@H]2CCCN2C(=O)[C@@H]1C3 | / | 6 | / | / | -8 |
| C=CCN1CC[C@]23c4c5ccc(O)c4OC2C(=O)CC[C@@]3(O)[C@H]1C5 (stereo not given in full) | / | -7 | / | / | -1 |
| COc1ccc(/C=C2/C(=O)NC(=O)N(C3CCCCC3)C2=O)cc1CSc1ccccn1 | / | 12 | / | / | -21 |
| C[C@H]1CNCCN1c1ccc(N2CC[C@@H](O)C2)c(C#N)c1 | / | -21 | / | / | 5 |
| NC1=NC(c2cccnc2)n2c(nc3ccccc32)N1 (stereo not given) | / | -5 | / | / | -23 |
| COc1cc(O)c2c(c1)/C=C/C[C@H](O)[C@H](O)[C@@H](O)/C=C/C[C@H](C)OC2=O | / | -3 | / | / | 10 |
| FCCN(CCF)c1cccc(Cl)c1 | / | 1 | / | / | -15 |
| NC1=C([N+](=O)[O-])C(c2ccc3c(c2)OCO3)c2c(c3ccccc3oc2=O)O1 (stereo not given) | / | -5 | / | / | 1 |
| C[C@]12CCC3C(CC[C@H]4C[C@@H](O)CC[C@]34C)C1C[C@@H](Br)[C@@H]2O (stereo not given in full) | / | -11 | / | / | -9 |
| COC1=CC(=O)[C@]2(C=C1OC)OC[C@@H]1Oc3c(ccc4c3C=CC(C)(C)O4)C(=O)[C@@H]12 | / | 73* | / | / | 1 |
| CCOC(=O)CNC(=O)N1Cc2cc(Br)ccc2-n2nncc2C1 | / | -4 | / | / | 20 |
| CCC(C)NC1(c2ccccc2)CCCCC1 (stereo not given) | / | 6 | / | / | -15 |
| O=C(NC1CN2CCC1CC2)c1cc(-c2ccc(Cl)cc2)nc2ccccc12 (stereo not given) | / | -18 | / | / | -15 |

Six entries picked at random from those above:
| structure | ABHD5 PLIN5 PPI | NR2F2 inh | NOD2 RIPK2 PPI | LRH-1 inv ag | NCOA2 inhibitor |
| --- | --- | --- | --- | --- | --- |
| CC(C)(C)NC(=O)CN1C(=O)[C@@H](Cc2c[nH]c3ccccc23)N=C(c2ccccc2)c2ccccc21 | / | 3 | / | / | 5 |
| CC[C@H](C(N)=O)N1CCCC1=O | / | -14 | / | / | -26 |
| COC1=CC(=O)[C@]2(C=C1OC)OC[C@@H]1Oc3c(ccc4c3C=CC(C)(C)O4)C(=O)[C@@H]12 | / | 73* | / | / | 1 |
| CC(C)(C)c1cc(O)ccc1O | / | -27 | / | / | -9 |
| COC(=O)C1C(c2ccc(Cl)cc2)CC2CCC1N2C (stereo not given) | / | -26 | / | / | 11 |
| C[N+]1=C(N)NC2=C3CCCCC3ONC2C1 (stereo not given) | / | 0 | / | / | / |

Returning to the listing, starting 3 compounds before the break.
| structure | ABHD5 PLIN5 PPI | NR2F2 inh | NOD2 RIPK2 PPI | LRH-1 inv ag | NCOA2 inhibitor |
| --- | --- | --- | --- | --- | --- |
| CCOC(=O)CNC(=O)N1Cc2cc(Br)ccc2-n2nncc2C1 | / | -4 | / | / | 20 |
| CCC(C)NC1(c2ccccc2)CCCCC1 (stereo not given) | / | 6 | / | / | -15 |
| O=C(NC1CN2CCC1CC2)c1cc(-c2ccc(Cl)cc2)nc2ccccc12 (stereo not given) | / | -18 | / | / | -15 |
| c1ccc(Cn2nnnc2C2CN=C(c3ccccc3)c3ccccc3N2)cc1 (stereo not given) | / | 0 | / | / | 8 |
| O=C(NCCN1CCC2(CC1)C(=O)NCN2c1ccccc1)c1ccc(F)cc1F | / | -19 | / | / | -8 |
| Nc1ccc(Cl)cc1 | / | -8 | / | / | -12 |
| COC(=O)C1C(c2ccc(F)cc2)CC2CCC1N2C (stereo not given) | / | 6 | / | / | 4 |
| CN1C(=O)N(C)C(=O)C2(Cc3cc(N)ccc3N3CCN(c4ccccc4F)CC32)C1=O (stereo not given) | / | -1 | / | / | -19 |
| COc1cc(CCN)c(OC)cc1C | / | -19 | / | / | 10 |
| Cc1ccccc1C(=O)NCCN1CCC2(CC1)C(=O)NCN2c1ccccc1 | / | 3 | / | / | 23 |
| O=C(Nc1ccccc1)N1Cc2cc(Br)ccc2-n2nncc2C1 | / | 1 | / | / | 10 |
| COc1ccc(C2c3c(nc(C)[nH]c3=O)Oc3c2c(=O)oc2ccccc32)cc1 (stereo not given) | / | -8 | / | / | 9 |
| O=C(O)C(Br)Br | / | 15 | / | / | 16 |
| COc1ccc(CN2CCN(c3ccccc3F)CC2)c(OC)c1 | / | 15 | / | / | -15 |
| O=C(NCCN1CCC2(CC1)C(=O)NCN2c1ccccc1)c1cccc2c1-c1ccccc1C2=O | / | 18 | / | / | 1 |
| Clc1ccc(Cl)c(Cl)c1 | / | 13 | / | / | 26 |
| O=C(NCCN1CCC2(CC1)C(=O)NCN2c1ccccc1)c1ccc2ccccc2c1 | / | 6 | / | / | -15 |
| CC(NC(=O)OCc1ccccc1)[P+](=O)O (stereo not given) | / | -17 | / | / | -8 |
| CN(Cc1cccc(-c2ccncc2)c1)C(=O)Oc1ccc([N+](=O)[O-])cc1 | 6 | / | 10 | 27 | / |
